GLP-1R inv ag – acts as inverse agonist at human GLP-1 receptor | AID 624417 | P43220 | HEK293 GLP-1R CRE-luciferase, luminescence, 24 h; GLP-1R form is constitutively active | Potency, µM (titrated, usually from 38.3 µM), for the others: at the top dose activity change, negative = inhibition, actives largely listed as inhibitors | 410,000 compounds, 1.6% hits; note: potency is the fitted concentration of half-maximal effect; % is set by controls: 0 for no effect and ±100 for the full control effect; nearly all actives have a fitted effect of over 55% in size
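Using stably transfected HEK293 (constitutively active GLP-1R, cAMP-luciferase reporter), compounds were incubated 24 hr and luciferase measured by luminescence.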
DRD3 agonist – activates the human D3 dopamine receptor | D3R DiscoveRx beta-arrestin cells, luminescence, 90 min | 410,000 compounds, 0.58% hits | P35462 | max activation, %; in the data active = max activation above about 30%; note: 0% is about no effect; mostly tested at two doses, the higher about 12 µM
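Agonist mode: compounds and dopamine controls were applied to plated cells for 90 min at 37 degrees C after an overnight attachment at 1500 cells/well. Luminescent read-out followed 30 - 60 minutes at room temperature with DiscoveRx detection reagent.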
GLP1R cytotox – cytotoxicity counter-screen for GLP-1 receptor inverse agonists; HEK293 cAMP-luciferase reporter cells, luminescence, 24 h; 410,000 compounds, 0.13% hits; Potency, µM (series often up to 38.3 µM), for inactives: top-dose activity change, negative = inhibition, hits mostly inhibitors;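 note: loss of luciferase light is scored as toxicity; potency is the fitted concentration of half-maximal effect; % is set by controls: 0 for no effect and ±100 for the full control effect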
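A 23 nL compound transfer followed 12 hours of cell culture at 37 deg C; exposure then lasted 24 hr. Luciferase assay detection reagent was dispensed and plates read for luminescence after a 12 min room-temperature wait.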
GLP1R ag – activates the human GLP-1 receptor; 380,000 compounds, 0.007% hits; HEK293 GLP-1R CRE-luciferase, luminescence, 4-6 h; cells express a hypersensitive GLP-1R form; AID 624172; Potency, µM (series often up to 45.6 µM), for the others: at the highest dose activation, hits mostly activators; note: potency is the fitted concentration of half-maximal effect; % of control where 0% means no effect
DRD3 antagonist – antagonists of human D3 dopamine receptor | D3R cells, DiscoveRx beta-arrestin luminescence, antagonist mode; hits give low values | max response, negative = inhibition, % | 360,000 compounds, 2.5% hits | AID 652054; in the data active = max response below about -50%; inconclusive = no clear call, values can overlap the other calls; note: % is set by controls: 0 for no effect and ±100 for the full control effect; mostly tested at two doses, the higher about 12 µM
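Cells expressing the human receptor were seeded at 1500 cells/well, incubated overnight at 37 degrees C in 5% CO2, then exposed to library compounds with dopamine controls for 90 minutes at 37 degrees C before luminescent detection.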
PI5P4K alpha inh – PI5P4K alpha (human) kinase inhibition. P48426. PI5P4Kalpha enzyme, ADP-Glo luminescence, 60 min; hits give low values. max response, %. 330,000 compounds, 1.2% hits; active = max response of -50% or lower; inconclusive = between -30% and -50%; inactive = -30% or higher; note: value at the top dose of about 77 µM; % is set by controls: 0 for no effect and ±100 for the full control effect
Target sequence (P48426 whole entry, looked up): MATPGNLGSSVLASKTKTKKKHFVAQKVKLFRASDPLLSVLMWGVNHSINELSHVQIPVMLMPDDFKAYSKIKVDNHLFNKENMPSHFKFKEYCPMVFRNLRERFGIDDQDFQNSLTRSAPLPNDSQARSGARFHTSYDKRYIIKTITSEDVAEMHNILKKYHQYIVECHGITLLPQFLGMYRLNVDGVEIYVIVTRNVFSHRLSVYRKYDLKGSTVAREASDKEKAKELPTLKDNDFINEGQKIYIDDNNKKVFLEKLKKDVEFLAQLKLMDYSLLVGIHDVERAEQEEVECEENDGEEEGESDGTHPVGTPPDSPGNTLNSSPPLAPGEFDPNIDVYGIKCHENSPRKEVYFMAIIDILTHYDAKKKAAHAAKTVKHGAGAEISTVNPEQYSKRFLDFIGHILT
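qHTS, 1536-well: enzyme/substrate mix, compound by pin tool, 5 microM ATP final; RT 60 min; ADP-Glo reagents 1 (45 min) then 2 (30 min); luminescence.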
IL2 activator – IL-2 activation; AID 652025; 360,000 compounds, 0.065% hits; IL-2 activation reporter assay, cell-based qHTS; stimulated with anti-CD3/CD4/CD28 beads; in transgenic mouse T cells; activation, % (series mostly up to about 46 µM); in the data active = activation above about 50%; inconclusive = mostly about 30% to 49%; note: 0% is about no effect
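Unstimulated transgenic mouse T cells; 60-min compound exposure; bead-based TCR/CD4/CD28 stimulation; 18 h culture, 37 degrees C; dual fluorescence (EGFP, DsRed) plate cytometry.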
PLK1 PBD block – blocks phosphopeptide binding to human PLK1 polo-box domain; P53350; Plk1 PBD binding of FITC phosphopeptide, fluorescence polarization; Potency, µM, without a hit: max response, negative = inhibition, actives largely listed as inhibitors; 360,000 compounds, 2.8% hits; note: potency is the fitted concentration of half-maximal effect; series mostly up to about 57 µM; % is set by controls: 0 for no effect and ±100 for the full control effect; nearly all actives have a fitted effect of over 65% in size
Target sequence (P53350 whole entry, looked up, the tested form may be a part): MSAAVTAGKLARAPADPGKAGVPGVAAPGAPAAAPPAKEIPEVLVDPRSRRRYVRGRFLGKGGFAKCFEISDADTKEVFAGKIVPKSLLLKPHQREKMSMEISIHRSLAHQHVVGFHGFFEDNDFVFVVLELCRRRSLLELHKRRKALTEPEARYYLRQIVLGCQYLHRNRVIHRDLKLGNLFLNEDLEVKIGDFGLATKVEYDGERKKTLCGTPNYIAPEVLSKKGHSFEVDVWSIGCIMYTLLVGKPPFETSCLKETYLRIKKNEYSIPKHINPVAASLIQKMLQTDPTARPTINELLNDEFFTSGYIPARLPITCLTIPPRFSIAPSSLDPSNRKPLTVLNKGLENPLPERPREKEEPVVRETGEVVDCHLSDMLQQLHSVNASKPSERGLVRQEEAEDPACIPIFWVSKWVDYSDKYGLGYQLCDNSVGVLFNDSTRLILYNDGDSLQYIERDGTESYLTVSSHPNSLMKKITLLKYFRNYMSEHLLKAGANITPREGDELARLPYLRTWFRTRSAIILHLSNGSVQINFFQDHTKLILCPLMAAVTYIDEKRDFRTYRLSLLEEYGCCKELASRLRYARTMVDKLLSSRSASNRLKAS
WRN helicase inh – blocks human WRN helicase; Q14191; WRN helicase unwinding, fluorescent forked duplex, kinetic; Potency, µM (highest dose often 114 µM), inactives show at the top dose activity change, negative = inhibition, actives largely listed as inhibitors; 360,000 compounds, 0.46% hits; AID 651768; note: potency is the fitted concentration of half-maximal effect; % is set by controls: 0 for no effect and ±100 for the full control effect; nearly all actives have a fitted effect of over 55% in size
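WRN at 20 nM final preincubated with compound 15 min at room temperature; reaction started with 100 nM fluorophore/quencher forked duplex oligonucleotide and 2 mM ATP final. Unwinding followed kinetically by red fluorescence (ex 525, em 598 nm).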
Numbers without * were called inactive; ? = inconclusive; . = not tested or not shown; & = joins results of further samples; [ ] = remark or other dose. Unless noted, calls come from the whole dose curve; as a rule, active = well fitted curve in the direction sought with a large enough effect; inconclusive = small, poorly fitted or top-dose-only effect, or another doubt; inactive = no such curve, though single readings can be large; an effect the other way counts as inactive or inconclusive. This is a random part of the collection; 7.8% or so of the library scored in one or more.

SMILES	GLP-1R inv ag	DRD3 agonist	GLP1R cytotox	GLP1R ag	DRD3 antagonist	PI5P4K alpha inh	IL2 activator	PLK1 PBD block	WRN helicase inh
CCN(CC)C(=O)C12CC3CC(CC(Br)(C3)C1)C2	31.5%[activator]	-6.2	-0.8%	11.5%	-17.8	3.5	-1.9	-21.4%	0.2%
CCN1CCN(c2ccc(S(=O)(=O)N3CCCCC3)cc2NC(=O)C(C)Oc2ccc(F)cc2)CC1 (stereo not given)	?	-8.1	?	20.3%	?	0.4	-1.0	2.8%	-4.4%
CN(CCCNC(=O)c1ccc(N2CCCC2=O)cc1)c1ccccc1	-18.2%	-10.2	-16.6%	-9.7%	8.9	0.5	0.0	-4.0%	3.5%
COC(=O)c1ccc2nc(C3CCCCC3)c(Cc3ccc(OC)cc3C)n2c1	-0.5%	0.7	3.4%	17.0%	8.3	-8.0	0.2	-6.9%	1.5%
C[C@@H]1CN([C@@H](C)CO)C(=O)c2cc(NC(=O)c3ccccc3)ccc2O[C@@H](C)CCCCO[C@@H]1CN(C)S(=O)(=O)c1ccc(F)cc1	-15.1%	1.1	-5.8%	-4.5%	9.5	19.2	2.6	-19.9%	-1.6%
Cc1ccc2nsnc2c1N	-10.3%[7.66 µM]	0.0	13.0%[7.66 µM]	0.2%	7.3	-7.5	-0.7	-2.9%	0.5%
Cc1cc(C)cc(-n2nnnc2SCC(=O)Nc2nc(-c3ccc(Cl)cc3)cs2)c1	-7.4%	4.5	-0.5%	-5.3%	?	.	0.0	-6.3%	-4.3%
COc1ccc(-c2ccnc3c(-c4ccc(F)cc4)c(C)nn23)cc1OC	8.6%	2.7	4.3%	4.8%	.	.	.	.	.
Cc1cccnc1CCNC(=O)CCc1nnc(CCc2ccccc2)o1	5.5%	7.5	-2.6%	5.3%	2.3	-1.0	-1.7	-24.6%	9.7%
COc1ccc(CCNC(=O)CCc2ccsc2)cc1OC	-8.0%	-4.3	0.0%	7.4%	11.4	-7.1	0.3	-5.9%	-2.1%
CSc1nnc2ccc(-c3ccccn3)nn12	95.4%[activator]	-5.8	5.3%	-3.7%	13.9	1.1	-0.5	-18.1%	5.9%
CCOc1ccc(CC(=O)N/N=C/c2sccc2C)cc1	?	-6.3	-24.6%	4.6%	-5.3	2.4	-1.3	-10.5%	6.0%
CN(CCCC(=O)N1CCCC(C(N)=O)C1)S(=O)(=O)c1ccc(F)cc1 (stereo not given)	-1.7%	0.3	4.0%	4.8%	8.5	-4.0	0.4	-3.4%	8.9%
CCNC(=O)C[C@@H]1CC[C@H]2[C@@H](COC[C@H](O)CN2C(=O)C2CC2)O1	19.0%	4.0	-16.6%	.	4.1	-0.1	0.7	-0.5%	-5.2%
Cc1cc(-c2nn(-c3ccccc3F)cc2CN2CCN(c3ccncc3)CC2)c(C)s1	?	-11.8	?	17.2%	-5.2	2.7	0.2	-7.2%	9.2%
COc1ccc(/C=N/NC(=O)Cc2n[nH]c(=O)[nH]c2=O)cc1	12.3%	-6.9	13.1%	8.2%	-18.8	-5.9	7.1	-6.4%	6.1%
CN(CC(=O)Nc1ccccc1Br)C(=O)CNC(=O)c1ccc2c(c1)OCO2	4.2%	2.3	-4.9%	-0.9%	3.3	5.6	-3.1	-4.4%	-2.6%
Nc1nc(Cl)nc2c1ncn2C1OCC(O)C(O)C1O (stereo not given)	68.4%[activator]	-15.4	-5.1%	9.3%	-29.0	2.5	0.0	-6.3%	-9.7%
O=C(Nc1cc(=O)[nH]c2nc(-c3ccccc3)nn12)c1ccc(Cl)cc1	7.0%	1.5	-0.5%	1.7%	6.1	0.0	11.5	4.0%	5.5%
COc1ccc(C(=O)NCCNC(=O)c2ccc(OC)cc2)cc1	11.8%	-5.8	-5.4%	15.7%	-0.2	2.6	0.0	-14.8%	15.5%
Nc1ccc2c(c1)C(=O)c1ccc(N)cc1-2	202.1%[activator]	-8.5	-2.3%	25.4%	-6.0	-17.5	0.5	?	-22.6%
Cc1ccc(S(=O)(=O)N2CCOCC2)cc1C(=O)OCC(=O)N(Cc1ccccc1)C(C)C	?	5.2	-1.5%	3.2%	18.9	7.3	-0.6	4.1%	-3.8%
CCOc1cccc(C2C(C#N)=C(N)Oc3cc(C)[nH]c(=O)c32)c1OCC (stereo not given)	9.6%	-4.6	-4.1%	13.3%	-7.7	-0.2	-0.7	-7.1%	-3.1%
CC(NC(=O)c1ccccc1)c1ccc(Br)cc1 (stereo not given)	?	0.3	10.4%	5.6%	1.2	5.9	0.3	-4.0%	3.5%[57.1 µM]
CS(=O)(=O)N1CCN(CCN2C(=O)c3cccc4cccc(c34)C2=O)CC1	11.3%[7.66 µM]	2.0	2.9%[7.66 µM]	7.8%	5.3	5.0	1.0	-8.8%	7.2%
COc1ccc(Nc2nc(N)c([N+](=O)[O-])c(N3CCOCC3)n2)cc1	0.1%	0.1	-3.7%	-7.1%	19.2	-18.0	6.0	-12.6%	-13.7%
COc1cc(/C=C/C(=O)N(C)CC(=O)Nc2ccccc2Br)cc2c1OCCO2	16.5%	1.7	-2.2%	7.8%	-0.4	0.8	-0.5	-6.0%	-3.6%
CCc1cccc(C)c1NC(=S)NCc1cccn1C	0.1%	-7.1	-2.2%	-1.1%	-4.7	0.8	-3.9	3.0%	7.0%
CCn1c(=O)cc(OCC(=O)N2CCCC2)c2ccccc21	4.6%	-0.3	1.2%	0.1%	7.1	-2.5	0.7	26.7µM*	-9.9%
COC(=O)c1ccc(N2C(=O)CC(N(C)Cc3ccccc3)C2=O)cc1 (stereo not given)	22.0%	-6.3	2.0%	1.5%	-23.6	-4.6	-0.1	-7.1%	2.4%
Cc1cccc(C(=O)NNC(=O)Nc2ccccc2)c1	6.5%	-10.8	-2.2%	8.0%	-16.0	-0.7	-0.2	-14.1%	-8.0%
CCCOc1ccc(-c2c(C(=O)N/N=C(\C)c3ccco3)nnn2-c2nonc2N)cc1	3.5%	-4.3	0.8%	-3.0%	-17.2	-7.2	0.0	-7.7%	1.9%
CC1CCN(C(=O)CSc2nnc3ccc(-c4cccnc4)nn23)CC1	13.4%	5.7	6.7%	-5.2%	13.6	-4.6	-3.3	-1.6%	-8.2%
COc1cc(C2C(C(=O)Nc3ccc(F)cc3)=C(C)Nc3nc(CCCO)nn32)cc(OC)c1OC (stereo not given)	-2.5%	0.7	0.6%	1.7%	17.8	-0.9	-2.2	-13.6%	-19.2%
Cc1ccccc1C(=O)Nc1cc(S(=O)(=O)N2CCOCC2)ccc1N1CCN(C)CC1	1.1%	0.6	3.3%	16.4%	7.8	-1.8	0.4	-4.6%	-3.2%
Cc1noc(C)c1COc1ccccc1C(=O)N1CCN(c2cccc(C(F)(F)F)c2)CC1	?	6.7	-13.5%	0.3%	5.0	0.5	0.1	4.7%	-2.6%
Cc1noc(C)c1COc1ccccc1C(=O)NC(C)c1ccc(Cl)cc1 (stereo not given)	?	14.3	-1.7%	11.0%	35.4	1.2	1.0	3.7%	3.3%
Cc1ccc2nc(-c3ccc(O)cc3)c(Nc3ccc4c(c3)OCCO4)n2c1	0.6%&37.9%	1.4&6.2	-24.3%&-27.3%	-3.6%	26.1	-4.4	-2.1	-10.6%	-2.3%
COc1cccc(NC(=O)COC(=O)c2ccc(C)c(S(=O)(=O)N3CCCCC3)c2)c1	?	-2.6	-10.0%	-2.7%	1.6	2.5	-0.3	3.4%	-6.0%
O=C(CCN1C(=O)S/C(=C\c2ccccc2)C1=O)NCCCn1ccnc1	?	5.5	-22.6%	-2.1%	14.8	-2.2	-0.1	3.6%	-0.6%
O=C(Nc1ccc2c(c1)OCCO2)c1cc(F)c(F)cc1Cl	-4.2%	6.8	1.8%	8.5%	-3.3	4.9	0.6	-4.2%	-7.6%
NS(=O)(=O)c1ccc(CCNC(=O)c2ccccc2F)cc1	0.0%	15.0	11.3%	15.6%	-15.8	.	-0.5	-10.1%	4.1%
Cc1cc(=O)[nH]c(N/N=C/c2ccc3c(c2)OCCO3)n1	15.6%	1.4	3.8%	4.4%	-11.7	-14.0	-2.1	0.6%	-5.4%
Cc1[nH]c2ccccc2c1CC#N	0.0%	3.6	4.4%	10.7%	23.3	8.9	-4.4	-4.9%	-6.1%
CCCCOc1ccc(C(=O)NCC(=O)NC(C)CCc2ccccc2)cc1 (stereo not given)	?	7.8	14.1%	-2.2%	-8.4	-5.6	-1.8	-7.8%	?

Seven neighbouring records already listed, for reference:
SMILES	GLP-1R inv ag	DRD3 agonist	GLP1R cytotox	GLP1R ag	DRD3 antagonist	PI5P4K alpha inh	IL2 activator	PLK1 PBD block	WRN helicase inh
COc1cccc(NC(=O)COC(=O)c2ccc(C)c(S(=O)(=O)N3CCCCC3)c2)c1	?	-2.6	-10.0%	-2.7%	1.6	2.5	-0.3	3.4%	-6.0%
O=C(CCN1C(=O)S/C(=C\c2ccccc2)C1=O)NCCCn1ccnc1	?	5.5	-22.6%	-2.1%	14.8	-2.2	-0.1	3.6%	-0.6%
O=C(Nc1ccc2c(c1)OCCO2)c1cc(F)c(F)cc1Cl	-4.2%	6.8	1.8%	8.5%	-3.3	4.9	0.6	-4.2%	-7.6%
NS(=O)(=O)c1ccc(CCNC(=O)c2ccccc2F)cc1	0.0%	15.0	11.3%	15.6%	-15.8	.	-0.5	-10.1%	4.1%
Cc1cc(=O)[nH]c(N/N=C/c2ccc3c(c2)OCCO3)n1	15.6%	1.4	3.8%	4.4%	-11.7	-14.0	-2.1	0.6%	-5.4%
Cc1[nH]c2ccccc2c1CC#N	0.0%	3.6	4.4%	10.7%	23.3	8.9	-4.4	-4.9%	-6.1%
CCCCOc1ccc(C(=O)NCC(=O)NC(C)CCc2ccccc2)cc1 (stereo not given)	?	7.8	14.1%	-2.2%	-8.4	-5.6	-1.8	-7.8%	?
